Screening results from PubChem.
CSN inh: inhibitors of CSN-mediated cullin deneddylation, primary screen, biochemical, fluorescence polarization, uHTS | AID 651999, 2013 | Purified CSN, SCF-Nedd8-OG deneddylation | COP9 signalosome complex subunit 5 (Homo sapiens), Q92905 | actives 0.38% (n = 360,000) | inhibition, % at 12.5 µM;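 active means pattern-corrected inhibition above about 35%, with an unprinted fluorescence ratio check between 0.5 and 1.5, limit read from the data, passing the limit was not always enough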;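 further: 0% = enzyme with substrate and 100% = substrate without enzyme; some results filed as inactive read as strong as hits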
Target sequence (Q92905 whole entry, looked up, one chain of several): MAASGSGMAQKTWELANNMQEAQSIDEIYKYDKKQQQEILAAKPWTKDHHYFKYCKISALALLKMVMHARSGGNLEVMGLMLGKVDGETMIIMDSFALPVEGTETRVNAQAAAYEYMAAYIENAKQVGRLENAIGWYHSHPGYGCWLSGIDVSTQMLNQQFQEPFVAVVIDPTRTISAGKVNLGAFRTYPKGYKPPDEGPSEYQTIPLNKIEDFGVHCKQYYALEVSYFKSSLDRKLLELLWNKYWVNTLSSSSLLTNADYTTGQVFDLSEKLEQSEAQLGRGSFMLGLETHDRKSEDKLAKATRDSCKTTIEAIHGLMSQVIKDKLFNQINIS
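Assay system: Purified human Csn5 enzyme expressed in HEK293T cells | Amount: Enzyme 0.24 nM | Measured by: Fluorescence polarization readout | Medium: Tris/NaCl/DTT buffer, pH 7.5 | Compound dosing: One concentration, 12.5 µM, 0.25% DMSO | Times: 90 min incubation of compound, enzyme and substrate at room temperature | Control set: no-enzyme wells high, enzyme-with-substrate wells low | Read-out: % inhibition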
LMPTP inh: LMPTP phosphatase inhibitors, primary screen, biochemical, fluorescence intensity, uHTS. Low molecular weight phosphotyrosine protein phosphatase (Homo sapiens), P24666. recombinant LMPTP-A, OMFP fluorogenic substrate. inhibition, % at 20 µM. actives 0.22% (n = 360,000). AID 651560, 2012;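 active means compounds that cut the enzyme signal by at least half of the control window in the single-dose screen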;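 further: plate controls were DMSO wells with enzyme plus substrate for no effect and substrate without enzyme for full effect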
Target sequence (P24666 whole entry, looked up): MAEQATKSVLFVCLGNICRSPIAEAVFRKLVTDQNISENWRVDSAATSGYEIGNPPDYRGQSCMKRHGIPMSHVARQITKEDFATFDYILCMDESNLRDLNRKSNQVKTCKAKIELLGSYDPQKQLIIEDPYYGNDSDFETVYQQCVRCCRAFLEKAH
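test system = LMPTP-A | amount = 0.625 nM LMPTP-A final | reagent = fluorogenic phosphatase substrate OMFP at 400 µM final | incubation = 50 min at room temperature | benchmarks = no-enzyme low control, uninhibited high control | medium = Bis-Tris pH 6.0, DTT, detergent | signal = fluorescence intensity of OMFP turnover product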
SUMO1-SIM PPI: modulators of SUMO1 protein-protein interactions, primary screen, biochemical, uHTS. Small ubiquitin-related modifier 1 (Homo sapiens), P63165. SUMO1 binding to a labelled peptide, TR-FRET, 1 h. inhibition, % at 20 µM. actives 0.33% (n = 360,000); in the data active means inhibition above about 37%
Target sequence (P63165 whole entry, looked up): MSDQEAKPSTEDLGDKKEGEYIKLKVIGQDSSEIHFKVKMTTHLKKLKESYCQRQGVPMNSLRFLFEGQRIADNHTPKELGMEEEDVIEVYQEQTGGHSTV
Rpn11 block: Rpn11 (PSMD14) deubiquitinase inhibitors, primary screen, biochemical, fluorescence polarization, uHTS; 26S proteasome non-ATPase regulatory subunit 14 (Homo sapiens), O00487; human 26S proteasome, Ub4-pepOG fluorescence polarization; 20S core pre-blocked with epoxomicin; calls only at 20 µM; actives 0.59% (n = 360,000);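 active means inhibition at 20 µM, scaled to each plate's controls, above about 33%, limit read from the data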
Target sequence (O00487 whole entry, looked up): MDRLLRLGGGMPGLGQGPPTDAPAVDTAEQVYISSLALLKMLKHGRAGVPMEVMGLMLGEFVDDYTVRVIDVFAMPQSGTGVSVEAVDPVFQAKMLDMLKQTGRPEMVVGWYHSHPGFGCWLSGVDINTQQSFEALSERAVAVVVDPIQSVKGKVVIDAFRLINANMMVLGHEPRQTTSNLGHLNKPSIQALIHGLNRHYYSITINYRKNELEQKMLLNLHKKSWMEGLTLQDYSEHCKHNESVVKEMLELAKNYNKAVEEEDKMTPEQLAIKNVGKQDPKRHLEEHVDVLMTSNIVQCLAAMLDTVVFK
TbMetRS inhib: T. brucei MetRS inhibitors, primary screen, biochemical, luminescence; actives 0.4% (n = 360,000); AID 624268, 2012; methionyl-tRNA synthetase (Trypanosoma brucei brucei); purified T. brucei MetRS, ATP depletion, Kinase-Glo luminescence; inhibition, % at 11.9 µM;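 active means inhibition above a per-plate cutoff of the control wells' mean inhibition plus 3 SD, cut at about 5.5% in these data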;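 further: 0% = DMSO wells median and 100% = median of wells with control inhibitor compound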
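technique = Kinase-Glo luminescence, ATP depletion format | system = purified MetRS (methionyl-tRNA synthetase) enzyme from Trypanosoma brucei | timing = 15 min preincubation, 2 h reaction, all 25 °C | evaluation = percent inhibition versus plate control medians | dosing = single dose, 11.9 µM final nominal, 0.9% final DMSO | also added = substrates ATP, L-methionine and bulk Escherichia coli tRNA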
DNMT1 inh: human DNMT1 methyltransferase inhibitors, primary screen, biochemical, molecular beacon, fluorescence, HinP1I cleavage, uHTS; inhibition (reported as % activation of signal), % at 10 µM; DNA (cytosine-5)-methyltransferase 1 (Homo sapiens), P26358; actives 0.83% (n = 360,000); in the data active means inhibition above about 50%
Scp-1 inhibitor: Scp-1 phosphatase inhibitors, primary screen, biochemical, colorimetric, uHTS; Carboxy-terminal domain RNA polymerase II polypeptide A small phosphatase 1 (Homo …; Recombinant Scp1, phosphopeptide, malachite green phosphate absorbance; inhibition, % at 20 µM; actives 0.88% (n = 340,000);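 active means inhibition above about 50% at 20 µM, limit read from the data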;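 further: plate controls were DMSO wells with enzyme for no effect and wells lacking enzyme for full effect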
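Test system: SCP-1 catalytic domain; Buffer or medium: Acidic Tris acetate buffer with magnesium and detergent; Also added: Phosphorylated 17-residue peptide substrate; Compound: single 20 µM dose, 1% DMSO; Schedule: enzyme reaction 45 min at room temperature, colour 5 min, stabilisation 30 min; Signal: Phosphate-binding colour reagent, absorbance read at 630 nm.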
NadD inh: inhibitors of S. aureus NadD, primary screen, biochemical, colorimetric, uHTS; Nicotinate-nucleotide adenylyltransferase NadD (Staphylococcus aureus N315); actives 0.78% (n = 360,000); purified NadD enzyme, colorimetric absorbance read-out; inhibition, % at 20 µM; in the data active means inhibition above about 26%; further: some compounds past the cut are filed as inactive
STEP block: STEP phosphatase inhibitors, primary screen, biochemical, fluorescence intensity, uHTS; Tyrosine-protein phosphatase non-receptor type 5 (Homo sapiens), P54829; recombinant STEP, OMFP fluorogenic substrate; inhibition, % at 20 µM; actives 0.25% (n = 360,000); AID 588621, 2011;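 active means inhibition at 20 µM, scaled per plate between control wells, above about 37%, limit read from the data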;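 further: 0% = DMSO with enzyme and substrate and 100% = substrate only without enzyme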
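System: STEP (striatal-enriched tyrosine phosphatase) enzyme, cell-free; medium: Bis-Tris pH 6.0 buffer with DTT, detergent; dosing: 20 µM, 1% DMSO; times: reaction 20 min, ambient temperature; detection: fluorescence, 480/540 nm; read-out basis: normalized % inhibition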
MsrA inhibitor: bovine MsrA enzyme inhibitors, primary screen, biochemical, absorbance, HTS. purified bovine MsrA, absorbance read-out. inhibition, % at 15.5 µM. actives 0.75% (n = 360,000). Methionine sulfoxide reductase A (Bos taurus); in the data active means inhibition above about 4.5%;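 further: 0% = vehicle wells with enzyme and 100% = reference inhibitor wells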
Active calls of the source: *.

Preview (two entries):
`CC1=NN(c2ccc(C(=O)O)cc2)C(=O)/C1=C\c1ccc(OC(=O)c2cccs2)cc1` gave CSN inh 7, LMPTP inh 14, SUMO1-SIM PPI 29, Rpn11 block inactive, TbMetRS inhib -0.4, DNMT1 inh 5, Scp-1 inhibitor 52*, NadD inh 11, STEP block 4 and MsrA inhibitor 0.7.
For CCCN1CCN(CCCNC(=O)c2ccccc2NC(=O)C2=C(C)OCCS2)CC1 the results were CSN inh -3, LMPTP inh -5.7, SUMO1-SIM PPI -6, Rpn11 block inactive, TbMetRS inhib -0.8, DNMT1 inh 1, Scp-1 inhibitor 4, NadD inh -10, STEP block -2 and MsrA inhibitor -0.7.

The listing, from the start:
`CC1=NN(c2ccc(C(=O)O)cc2)C(=O)/C1=C\c1ccc(OC(=O)c2cccs2)cc1` gave CSN inh 7, LMPTP inh 14, SUMO1-SIM PPI 29, Rpn11 block inactive, TbMetRS inhib -0.4, DNMT1 inh 5, Scp-1 inhibitor 52*, NadD inh 11, STEP block 4 and MsrA inhibitor 0.7.
For CCCN1CCN(CCCNC(=O)c2ccccc2NC(=O)C2=C(C)OCCS2)CC1 the results were CSN inh -3, LMPTP inh -5.7, SUMO1-SIM PPI -6, Rpn11 block inactive, TbMetRS inhib -0.8, DNMT1 inh 1, Scp-1 inhibitor 4, NadD inh -10, STEP block -2 and MsrA inhibitor -0.7.
For CCOC(=O)N1CCN(C(=O)c2cnc(Nc3ccccc3OC)c3ccccc23)CC1 the results were CSN inh 1, LMPTP inh -1.0, SUMO1-SIM PPI -5, Rpn11 block inactive, TbMetRS inhib -0.2, DNMT1 inh -3, Scp-1 inhibitor -4, NadD inh 6, STEP block 0 and MsrA inhibitor 1.0.
Screening Cc1cc(C(F)(F)F)nc(-n2cc(-c3ccccc3)nn2)n1 returned CSN inh 2, LMPTP inh -0.2, SUMO1-SIM PPI 1, Rpn11 block inactive, TbMetRS inhib -0.8, DNMT1 inh 1, Scp-1 inhibitor -4, NadD inh -3, STEP block -2 and MsrA inhibitor -0.6.
O=C(Cc1ccccc1)NN1C(=O)C2C3C=CC([C@@H]2C1=O)C31CC1 (some centres not stated) was read as CSN inh -5, LMPTP inh -1.2, SUMO1-SIM PPI 0, Rpn11 block inactive, TbMetRS inhib -0.4, DNMT1 inh 23, Scp-1 inhibitor -5, NadD inh 0, STEP block 0 and MsrA inhibitor -0.6.
CS(=O)(=O)N(CC(=O)N1CCCCCC1)c1ccc(Br)cc1 was read as CSN inh 6, LMPTP inh -0.7, SUMO1-SIM PPI -3, Rpn11 block inactive, TbMetRS inhib -0.4, DNMT1 inh 4, Scp-1 inhibitor -8, NadD inh 11, STEP block -1 and MsrA inhibitor -0.5.
Screening CC(/C=N/NC(=O)CSc1n[nH]c(=O)[nH]c1=O)=C\c1ccccc1 returned CSN inh -3, LMPTP inh -0.5, SUMO1-SIM PPI -23, Rpn11 block inactive, TbMetRS inhib -1.1, DNMT1 inh 1, Scp-1 inhibitor -4, NadD inh 2, STEP block -1 and MsrA inhibitor 1.3.
Screening O=C(CN1CSCC1=O)N1CCN(S(=O)(=O)c2ccc(Cl)cc2)CC1 returned CSN inh 0, LMPTP inh 0.2, SUMO1-SIM PPI -1, Rpn11 block inactive, TbMetRS inhib -0.3, DNMT1 inh 2, Scp-1 inhibitor -2, NadD inh -1, STEP block 0 and MsrA inhibitor -0.9.
For Cc1ccc(CNC(=O)c2ccc3c(=O)[nH]c4c(C(=O)NCC5CCCO5)sc(=S)n4c3c2)cc1 (configuration not stated) the results were CSN inh -3, LMPTP inh 1.0, SUMO1-SIM PPI 15, Rpn11 block inactive, TbMetRS inhib -0.1, DNMT1 inh -8, Scp-1 inhibitor 24, NadD inh 21, STEP block 6 and MsrA inhibitor 1.1.
For Cc1nn(C)c(C)c1CNC(=O)c1cnn2c1NC(c1ccccc1)CC2C(F)(F)F (configuration not stated) the results were CSN inh 3, LMPTP inh 0.6, SUMO1-SIM PPI -2, Rpn11 block inactive, TbMetRS inhib 0.1, DNMT1 inh 4, Scp-1 inhibitor -1, NadD inh -4, STEP block 2 and MsrA inhibitor 0.5.
CCCCN(CCCC)C(=O)c1sc2nc(N3CCOCC3)c3c(c2c1N)CCCC3 was read as CSN inh 1, LMPTP inh 1.4, SUMO1-SIM PPI 4, Rpn11 block inactive, TbMetRS inhib -0.3, DNMT1 inh -10, Scp-1 inhibitor -7, NadD inh 4, STEP block 2 and MsrA inhibitor -1.0.
COc1cc(/C=C/C(=O)OCC(=O)NCc2cccs2)ccc1OCC#N was read as CSN inh -4, LMPTP inh -0.7, SUMO1-SIM PPI -13, Rpn11 block inactive, TbMetRS inhib 0.3, DNMT1 inh 2, Scp-1 inhibitor -14, NadD inh -11, STEP block 1 and MsrA inhibitor 0.7.
`O=C(OCC(=O)N1CCc2ccccc21)c1ccc[n+]([O-])c1` gave CSN inh 2, LMPTP inh -0.7, SUMO1-SIM PPI 2, Rpn11 block inactive, TbMetRS inhib -0.8, DNMT1 inh 2, Scp-1 inhibitor -5, NadD inh -2, STEP block 0 and MsrA inhibitor -0.1.
For CCOc1ccccc1NC(C)C(=O)Nc1cc(C(F)(F)F)ccc1N1CCOCC1 (configuration not stated) the results were CSN inh 1, LMPTP inh 4.3, SUMO1-SIM PPI -5, Rpn11 block inactive, TbMetRS inhib -1.2, DNMT1 inh 5, Scp-1 inhibitor -4, NadD inh -8, STEP block 1 and MsrA inhibitor 0.0.
For Cc1nnc(N/N=C/c2ccccn2)[nH]c1=O the results were CSN inh 1, LMPTP inh -0.2, SUMO1-SIM PPI -6, Rpn11 block inactive, TbMetRS inhib -0.5, DNMT1 inh 5, Scp-1 inhibitor 1, NadD inh -7, STEP block -3 and MsrA inhibitor 0.4.
`COc1ccc(N(C(=O)c2ccco2)C(C(=O)NC2CCCCC2)c2cccs2)cc1OC` (configuration not stated) gave CSN inh -3, LMPTP inh -2.0, SUMO1-SIM PPI 3, Rpn11 block inactive, TbMetRS inhib -0.2, DNMT1 inh 1, Scp-1 inhibitor -2, NadD inh 8, STEP block 6 and MsrA inhibitor 1.0.
Screening COc1ccc(COc2ccc(S(=O)(=O)N3CCCC3)cc2C(N)=O)cc1F returned CSN inh 4, LMPTP inh -0.4, SUMO1-SIM PPI -3, Rpn11 block inactive, TbMetRS inhib -0.2, DNMT1 inh 1, Scp-1 inhibitor 4, NadD inh 1, STEP block 0 and MsrA inhibitor 1.6.
CCOC(=O)c1c(C)n(C)c2ccc(OC)c(NC(=O)CN3CCSCC3)c12 was read as CSN inh 5, LMPTP inh -0.9, SUMO1-SIM PPI -2, Rpn11 block inactive, TbMetRS inhib 0.0, DNMT1 inh -4, Scp-1 inhibitor -3, NadD inh 0, STEP block -1 and MsrA inhibitor 1.4.
Screening C=CCNC(=O)C(=O)c1cccn1-c1ccsc1C(=O)OC returned CSN inh 0, LMPTP inh -2.1, SUMO1-SIM PPI -6, Rpn11 block inactive, TbMetRS inhib -0.2, DNMT1 inh 3, Scp-1 inhibitor -12, NadD inh -3, STEP block -7 and MsrA inhibitor 0.2.
COC(=O)c1ccc(COc2ccc(C)cc2[N+](=O)[O-])o1 was read as CSN inh 1, LMPTP inh -0.5, SUMO1-SIM PPI -14, Rpn11 block inactive, TbMetRS inhib 0.1, DNMT1 inh 0, Scp-1 inhibitor -11, NadD inh 3, STEP block 4 and MsrA inhibitor -1.9.
For CCCCNC(=O)C1c2ccccc2C(=O)N(c2ccc(OC)cc2)C1c1ccc(OC)cc1 (configuration not stated) the results were CSN inh 0, LMPTP inh -0.3, SUMO1-SIM PPI -2, Rpn11 block inactive, TbMetRS inhib -0.4, DNMT1 inh -6, Scp-1 inhibitor -4, NadD inh -5, STEP block 2 and MsrA inhibitor -0.3.
For Nc1nc2ncccc2cc1C(=O)NCCc1cccs1 the results were CSN inh -4, LMPTP inh -0.6, SUMO1-SIM PPI 2, TbMetRS inhib -0.6, NadD inh -5 and MsrA inhibitor 1.1.
COc1cccc(N2CCN(C(C)C(=O)NC34CC5CC(CC(C5)C3)C4)CC2)c1 (configuration not stated) was read as CSN inh -1, LMPTP inh -0.6, SUMO1-SIM PPI 3, Rpn11 block inactive, TbMetRS inhib -0.2, DNMT1 inh -2, Scp-1 inhibitor -1, NadD inh -8, STEP block 2 and MsrA inhibitor 1.1.
For CC(=O)/C=C1\OCc2ccccc21 the results were CSN inh 2, LMPTP inh 1.8, SUMO1-SIM PPI -8, TbMetRS inhib 0.0 and MsrA inhibitor 2.6.
Screening CCOC(=O)c1c(C)[nH]c(C)c1S(=O)(=O)NCC1CCN(Cc2cccc(F)c2)CC1 returned CSN inh -5, LMPTP inh -1.2, SUMO1-SIM PPI -2, Rpn11 block inactive, TbMetRS inhib 0.2, DNMT1 inh 2, Scp-1 inhibitor 0, NadD inh -10, STEP block -2 and MsrA inhibitor -1.2.
Screening Cc1ccccc1NC(=O)C1c2cccc[n+]2CC(=O)N1Cc1ccc2c(c1)OCO2 (configuration not stated) returned CSN inh 2, LMPTP inh -0.1, SUMO1-SIM PPI -1, Rpn11 block inactive, TbMetRS inhib -0.2, DNMT1 inh -10, Scp-1 inhibitor 43, NadD inh 13, STEP block 1 and MsrA inhibitor -0.2.
